# Screening data: PubChem, National Center for Advancing Translational Sciences (NCATS)
# GAA glycogen: alters human alpha-glucosidase cleavage of glycogen; 300,000 tested, 0.38% active; P10253; recombinant GAA, glycogen substrate, Amplex Red glucose oxidase fluorescence; Potency, µM (doses to about 76.4 µM), for inactives: at the top dose activity change, negative = inhibition, actives largely listed as inhibitors; active means well fitted inhibition curve with a large enough effect; inconclusive means small, poorly fitted or top-dose-only effect, or another doubt; inactive means no such curve, though single readings can be large or run the other way;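 further: 0% = full enzyme reaction and -100% = no-enzyme basal signal; the screen sought inhibitors and activators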
#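 Recombinant human alpha-glucosidase (4 nM final) hydrolysed bovine liver glycogen (30 ug) for 40 min at 37 C in pH 5.0 citrate/phosphate with 0.01% Tween-20. Released glucose detected by glucose oxidase/Amplex Red, Ex 573/Em 610 nm. Compounds up to 77 uM; AC50 from Hill fits.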
# Starred values were filed as active, the others as inactive; ? = inconclusive; [ ] = dose if it differs, or a comment. Potency means the concentration at half of the fitted maximal effect. Some of the compounds tested, so the mix of outcomes need not match the whole.
GAA glycogen,smiles
-11%,CCn1cc(C(=O)NCCC(=O)OC)c(=O)c2cc3c(cc21)OCO3
3%,COc1cccc(/C=C2\C=C(c3ccc(C)cc3)OC2=O)c1OC(C)=O
6%[76.3 µM],CCN(C(=O)CSc1nnc(COc2ccccc2F)n1N)C1CCS(=O)(=O)C1 (configuration not stated)
0%[76.3 µM],CC(=O)c1ccc(N(C(=O)CNC(=O)c2ccco2)C(C(=O)NC2CCCC2)c2ccco2)cc1 (configuration not stated)
4%[76.3 µM],COc1ccc(NC(=O)N2CCc3c(sc4c3CCCC4)C2c2ccccc2OC)cc1 (configuration not stated)
2%,O=C(CN1C(=O)NC(Cc2c[nH]c3ccccc23)C1=O)NCCc1ccccc1 (configuration not stated)
1%,CCn1cc(C(=O)NCCN(C)C)c(=O)c2cc(F)c(N3CCN(C)CC3)cc21
8%,COc1cc(CC(=O)OCC(=O)N2C(C)CCCC2C)cc(OC)c1OC (configuration not stated)
-4%[76.3 µM],CC(Oc1ccccc1F)C(=O)NNC(=O)CCNC(=O)c1ccccc1Cl (configuration not stated)
-19%,O=C(CSc1nnc(-c2ccccc2O)o1)N1CCCCC1
2%[76.3 µM],CSc1ccccc1OCc1cc(C(=O)N2CCCC(C)C2)no1 (configuration not stated)
20%[76.3 µM],CC(C)c1ccc(NS(=O)(=O)c2ccc3[nH]c(=O)ccc3c2)cc1
1%[76.3 µM],CCOc1ccc(NC(=O)C/C(C)=N/NC(=O)c2cnccn2)cc1
-13%,COc1cc(C(=O)NC(C)c2ccc3ccccc3c2)cc(Cl)c1O (configuration not stated)
4%[76.3 µM],COc1ccc(Cl)cc1NC(=O)c1cnccn1
2%,CCc1nc(SCC(=O)NNC(=O)c2ccc(C)cc2)c2ccccc2n1
-6%[76.3 µM],COc1ccc(/C=C/C(=O)OC(C)CN2CCCCC2)cc1 (configuration not stated)
-1%[76.3 µM],CC(=O)NCCC(=O)N1CCCC(N2CCN(c3cccc(Cl)c3)CC2)C1 (configuration not stated)
-13%[76.3 µM],Cc1cc(C)nc(Nc2ccccc2F)n1
3%,Nc1nnnn1/N=C/c1ccc(Cl)cc1
-10%[76.3 µM],COc1cccc(C(=O)O/N=C(\N)CS(=O)(=O)c2ccccc2)c1
0%[76.3 µM],COc1cccc(NC(=O)C(=O)N/N=C(\C)CC(=O)Nc2ccc(NC(C)=O)cc2)c1
-2%,O=C(O)C(Cc1ccccc1)Nc1ccc([N+](=O)[O-])cc1[N+](=O)[O-] (configuration not stated)
-18%[76.3 µM],Cc1ccc(C(=O)N/C(=C\c2ccc(-c3ccccc3[N+](=O)[O-])o2)C(=O)NCCCN2CCOCC2)cc1
2%,Cc1ccccc1OCC(=O)N1CCN(C(=O)COc2ccccc2C)CC1
-3%[76.3 µM],O=C(Cn1cnc([N+](=O)[O-])c1)NCCc1ccccc1
0%[76.3 µM],O=C(Cc1ccc(F)cc1)N1CCN(c2ccc(F)cc2)CC1
0%[76.3 µM],COc1cc(CN2CCCC(C(=O)Nc3cccc(-n4cccn4)c3)C2)ccc1F (configuration not stated)
8%[76.3 µM],O=C(CCc1ccccc1)Nc1ccnn1C1CCN(Cc2ncc[nH]2)CC1
-5%[76.3 µM],CNC[C@H](CC1CCCCC1)NC[C@H](Cc1ccccc1)NCCC12CC3CC(CC(C3)C1)C2
2%,COc1ccc(/C=N/NC(=O)c2cccnc2)cc1
-5%[76.3 µM],COC(=O)C1=C(CS(=O)(=O)c2ccccc2)NC(=O)NC1c1ccccc1 (configuration not stated)
-6%,COc1ccc(C(=S)N2CCOCC2)cc1OC(=O)c1ccc([N+](=O)[O-])cc1[N+](=O)[O-]
0%[76.3 µM],CC(=O)Nc1ccc(S(=O)(=O)N2CCN=C2SCc2ccc(C)cc2)cc1
1%,Cc1nc2nc(C)c(NS(=O)(=O)c3ccc(C4CCCCC4)cc3)c(=O)n2[nH]1
-8%,CSc1ncc(C(=O)Nc2ccccc2F)c(-c2ccccc2)n1
3%,CCCCn1nc(NC(=O)CC(C)C)c2cc3cc(OC)ccc3nc21
-1%[76.3 µM],CCOC(=O)C1CCN(C(=O)Cn2nc(CC)n3cccc3c2=O)CC1
-9%[76.3 µM],COC(=O)c1c(NC(=O)c2ccco2)sc2c1CCN(C(C)C)C2
-6%,COc1ccc(-c2cc(C(=O)Nc3c(C)n(C)n(-c4ccccc4)c3=O)c3ccccc3n2)cc1OC
-7%[76.3 µM],O=C(NCc1cccnc1)Nc1ccc(Br)cc1
-10%,CCOCCCNC(=O)c1cc2c(=O)[nH]c3ccccc3c2s1
8%,CN(C)C(=O)c1ccc(Nc2nnc(-c3ccc(O)cc3)c3ccccc23)cc1
7%[76.3 µM],COc1cc(-c2nc(C(=O)NC3CCN(Cc4ccccc4)CC3)cc3c2[nH]c2ccccc23)cc(OC)c1OC
17%[76.3 µM],Cc1ccc(-n2nc3ccc(N)cc3n2)c(C)c1
1%[76.3 µM],CC(C)Cc1nc(SCC(=O)N2CC(C)OC(C)C2)c2c(=O)n(C)c(=O)n(C)c2n1 (configuration not stated)
-6%[76.3 µM],CCOc1ccc(S(=O)(=O)N2CCC(C(=O)N3CCc4ccccc4C3)CC2)cc1
-8%[76.3 µM],CCC1CN(C(=O)N2CCC(C(=O)NCCc3ccccc3)CC2)c2ccccc2O1 (configuration not stated)
0%,O=S(=O)(NCc1ccco1)c1ccc2ccccc2c1
-3%[76.3 µM],Cc1cc(NC(=O)C(C)SCC(=O)N(C)CC(=O)Nc2ccc(Br)cc2C)no1 (configuration not stated)

# Continued:
GAA glycogen,smiles
9%[76.3 µM],CC(=O)/C=C\c1ccc(OC(=O)c2cccnc2)cc1
-1%[76.3 µM],CCOCCCNC(=O)C1CCN(S(=O)(=O)c2ccc3nc4c(c(C(=O)O)c3c2)CCCCC4)CC1
-1%,CC(=O)C1=C(O)C(=O)N(Cc2ccccc2)C1c1ccc(Cl)cc1 (configuration not stated)
5%[76.3 µM],COc1cc(C(=S)N2CCOCC2)cc(OC)c1OC(=O)c1ccc(C)cc1
13%[76.3 µM],CC(NC(=O)CN1CCN(c2ccc(Cl)cc2)CC1)c1ccccc1 (configuration not stated)
1%,Cc1ccnc(N2C(=O)c3ccccc3C2=O)c1
-1%,CCOc1ccc(Br)cc1C(=O)N/N=C/c1c[nH]c2ccccc12
0%[76.3 µM],CCOC(=O)c1nc(N/N=C/c2ccccc2)sc1Br
9%[76.3 µM],CCOC(=O)C1=C(c2ccccc2)NC(=O)NC1c1cc(OC)c(O)c([N+](=O)[O-])c1 (configuration not stated)
-4%[76.3 µM],COc1ccc(/C=C/C(=O)Nc2nc(-c3cccs3)ns2)cc1OC
-1%[76.3 µM],Cc1cc(OCCCC(=O)Nc2cccc(-n3cnnn3)c2)ccc1Cl
11%[76.3 µM],CCOc1ccc(Nc2nc3c(S(=O)(=O)c4ccc(C(C)C)cc4)nnn3c3ccsc23)cc1
1%[76.3 µM],COC(C(=O)Nc1ccc(NC(=O)C(OC)c2ccccc2)cc1)c1ccccc1 (configuration not stated)
-3%[76.3 µM],CCC12CN(C(=O)c3ccco3)CC(CC)(CN(C(=O)c3ccco3)C1)C2=O
-10%[76.3 µM],O=C(NCC1CCCO1)c1ccc(Cl)c(S(=O)(=O)N2CCCCC2)c1 (configuration not stated)
6%,CC(OC(=O)c1ccc2noc(-c3ccccc3)c2c1)C(N)=O (configuration not stated)
-12%[76.3 µM],O=C(CCCCCN1C(=O)c2cccc3cccc(c23)C1=O)NCCCO
-13%[76.3 µM],COc1cc(NC(=O)COCc2cc(-c3ccc4c(c3)OCO4)on2)cc(OC)c1
-14%[76.3 µM],COC(=O)CN(C#N)c1nc(NCc2ccccc2)nc(OC)n1
-7%,CN(C)CCCNC(=O)C1(O)c2cc(Br)ccc2NC(=O)N1c1c(F)cccc1F (configuration not stated)
17%[76.3 µM],CCc1ccc(N2CCN(S(=O)(=O)CC34CCC(CC3=O)C4(C)C)CC2)cc1 (configuration not stated)
-6%[76.3 µM],COc1ccc(N(C(C)C(=O)NCCSCc2cccc(Cl)c2)S(C)(=O)=O)cc1 (configuration not stated)
8%[76.3 µM],CSc1ncc(CN2CCc3c([nH]c4ccccc34)C2C(C)(C)C)cn1 (configuration not stated)
1%[76.3 µM],O=C(Cn1c(-c2cccs2)cc2ccccc21)N1CCN(c2ccc(Cl)cc2)CC1
0%,O=C(c1cc(-c2ccc(Cl)c(Cl)c2)on1)N1CCOCC1

# Part of the list above in order of SMILES length, low to high.
GAA glycogen,smiles
1%,Cc1ccnc(N2C(=O)c3ccccc3C2=O)c1
0%[76.3 µM],CCOC(=O)c1nc(N/N=C/c2ccccc2)sc1Br
9%[76.3 µM],CC(=O)/C=C\c1ccc(OC(=O)c2cccnc2)cc1
-14%[76.3 µM],COC(=O)CN(C#N)c1nc(NCc2ccccc2)nc(OC)n1
0%,O=C(c1cc(-c2ccc(Cl)c(Cl)c2)on1)N1CCOCC1
6%,CC(OC(=O)c1ccc2noc(-c3ccccc3)c2c1)C(N)=O (configuration not stated)
13%[76.3 µM],CC(NC(=O)CN1CCN(c2ccc(Cl)cc2)CC1)c1ccccc1 (configuration not stated)
-4%[76.3 µM],COc1ccc(/C=C/C(=O)Nc2nc(-c3cccs3)ns2)cc1OC
-1%,CC(=O)C1=C(O)C(=O)N(Cc2ccccc2)C1c1ccc(Cl)cc1 (configuration not stated)
8%[76.3 µM],CSc1ncc(CN2CCc3c([nH]c4ccccc34)C2C(C)(C)C)cn1 (configuration not stated)
5%[76.3 µM],COc1cc(C(=S)N2CCOCC2)cc(OC)c1OC(=O)c1ccc(C)cc1
1%[76.3 µM],COC(C(=O)Nc1ccc(NC(=O)C(OC)c2ccccc2)cc1)c1ccccc1 (configuration not stated)
-13%[76.3 µM],COc1cc(NC(=O)COCc2cc(-c3ccc4c(c3)OCO4)on2)cc(OC)c1
-6%[76.3 µM],COc1ccc(N(C(C)C(=O)NCCSCc2cccc(Cl)c2)S(C)(=O)=O)cc1 (configuration not stated)
11%[76.3 µM],CCOc1ccc(Nc2nc3c(S(=O)(=O)c4ccc(C(C)C)cc4)nnn3c3ccsc23)cc1
9%[76.3 µM],CCOC(=O)C1=C(c2ccccc2)NC(=O)NC1c1cc(OC)c(O)c([N+](=O)[O-])c1 (configuration not stated)
-1%[76.3 µM],CCOCCCNC(=O)C1CCN(S(=O)(=O)c2ccc3nc4c(c(C(=O)O)c3c2)CCCCC4)CC1

# Other results:
GAA glycogen,smiles
-9%[76.3 µM],N#Cc1ccc(CSc2nc(N)cc(N)n2)cc1
7%,COc1ccc(NC(=O)c2cc(-c3ccccc3O)n[nH]2)cc1Cl
-6%[76.3 µM],CCCCNC(=O)c1ccc2c(c1)C(=O)N(Cc1ccncc1)C2=O
-5%,Cc1nc(NC(=O)CSc2nnc(-c3ccncc3)n2C)sc1C
?,COc1ccc(C2=NS(=O)(=O)N(C)C(C(=O)N3CCCCC3C)=C2)cc1 (configuration not stated)
4%,COc1ccc(NC(=O)c2ccccc2NC(=O)c2cccs2)cc1
-10%[76.3 µM],COC(=O)c1ccccc1NC(=O)COC(=O)CO/N=C(\C)c1ccc2c(c1)OCO2
7%[76.3 µM],COc1ccc(C(=O)NC2CCN(C(=O)Nc3ccc(F)cc3)CC2)cc1
-12%[76.3 µM],CC(=O)c1ccc(NC(=O)COCc2cc(-c3ccc(F)cc3)on2)cc1
-8%,CC(=O)Cn1ncc(N(C)Cc2ccccc2)c(Cl)c1=O
2%,O=C(COc1ccc(Cl)cc1)NCCNc1ccc([N+](=O)[O-])cc1
12%[76.3 µM],O=C(NCC(c1cccnc1)N1CCc2ccccc21)c1cccc(Br)c1 (configuration not stated)
3%[76.3 µM],COC(=O)c1c(NC(=O)CN2CCN(c3ncccn3)CC2)sc(C(N)=O)c1C
3%,COC(=O)c1c(C(=O)OC)c(-c2ccc(F)cc2)n2c1CSC2
-9%,COc1ccccc1NC(=O)Cc1nnc(SCC(=O)Nc2ccc(F)cc2F)n1C
-7%[76.3 µM],NS(=O)(=O)c1ccc(CCNC(=O)CCCNC(=O)c2ccc(Cl)cc2)cc1
8%,O=C(Nc1ccccc1)Nn1cnnc1
2%,CCCCNC(=O)CNC(=O)c1nn(-c2ccc(OC)cc2OC)c(=O)c2ccccc12
5%,O=CNCCCc1nc2ccccc2n1CCc1ccccc1
12%[76.3 µM],CC(C)C[C@@H](CO)N1CCN(Cc2ccc([N+](=O)[O-])cc2)CCC1=O
1%[76.3 µM],CCN(Cc1ccncc1)C(=O)c1cc(COc2ccc(C)c(C)c2)on1
8%[76.3 µM],COCCNc1nc2c(c(=O)n(Cc3ccccc3F)c(=O)n2C)n1C
10%[76.3 µM],O=C(NNC(=O)c1ccc(Cl)c([N+](=O)[O-])c1)c1ccncc1
10%[76.3 µM],CN1CCCC1CCNc1ccc2oc3ccccc3c(=O)c2c1 (configuration not stated)
-10%[76.3 µM],NC(=NCc1ccccc1)c1cccc([N+](=O)[O-])c1

# Ordered by SMILES length (highest first): some entries from above
GAA glycogen,smiles
1%,CCn1cc(C(=O)NCCN(C)C)c(=O)c2cc(F)c(N3CCN(C)CC3)cc21
2%,O=C(CN1C(=O)NC(Cc2c[nH]c3ccccc23)C1=O)NCCc1ccccc1 (configuration not stated)
1%[76.3 µM],CCN(Cc1ccncc1)C(=O)c1cc(COc2ccc(C)c(C)c2)on1

# Next entries.
GAA glycogen,smiles
2%,Cc1[nH]c(=O)[nH]c(=O)c1S(=O)(=O)Nc1ccc(F)cc1F
0%,Cc1cc(NC(=O)Nc2ccccc2)n(C(C)(C)C)n1
1%[76.3 µM],COc1cc(Cl)ccc1OCc1cc(C(=O)NCc2cc(C(C)C)no2)no1
21%[76.3 µM],CCN1C(Nc2ccccc2)=NC[C@@H]1Cc1ccccc1
-6%[76.3 µM],O=C1CCC(C(=O)N2CCSCC2)CN1CCc1cccc(F)c1 (configuration not stated)
-10%[76.3 µM],O=C(NCC1CCCO1)c1cc2c([nH]c3ccccc32)c(-c2ccc(F)cc2)n1 (configuration not stated)
